High-throughput results (PubChem)
RAD52 anneal inh = RAD52 (human) annealing inhibition; P43351; recombinant RAD52 DNA annealing, FRET fluorescence; inhibition, % at 18.7 µM; hit rate 0.46% among 360,000; AID 651710;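 active means every replicate showing at least 50% inhibition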
Target sequence (P43351 whole entry, looked up): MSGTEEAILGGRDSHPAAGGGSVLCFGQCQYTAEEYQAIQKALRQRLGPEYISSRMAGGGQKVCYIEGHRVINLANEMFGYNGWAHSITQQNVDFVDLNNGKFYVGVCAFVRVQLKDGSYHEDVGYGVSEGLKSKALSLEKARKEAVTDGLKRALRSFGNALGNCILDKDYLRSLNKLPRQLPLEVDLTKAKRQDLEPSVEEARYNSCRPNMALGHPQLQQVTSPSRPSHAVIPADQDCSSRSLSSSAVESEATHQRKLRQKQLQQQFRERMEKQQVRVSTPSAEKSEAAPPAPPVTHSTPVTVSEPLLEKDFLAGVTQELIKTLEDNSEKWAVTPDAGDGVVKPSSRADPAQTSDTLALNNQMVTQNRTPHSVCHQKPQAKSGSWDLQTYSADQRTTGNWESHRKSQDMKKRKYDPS
ERAP1 inh = ERAP1 (human) enzyme inhibition; hit rate 0.15% among 340,000; recombinant ERAP1, Leu-AMC fluorescence, 60 min; AID 652197; inhibition, % at 10.7 µM;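 active means mean replicate inhibition of at least 30%, or all replicates individually reaching that 30% level; inactive means mean below 30% and not every replicate reaching it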;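 further: 0% = neutral control wells and 100% = L-leucinethiol positive control wells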
Xi reactivation = X-chromosome reactivation activator. activation, % at 7.58 µM. XiGFP mouse fibroblasts, % GFP-positive cells imaging, 3 d; cells co-treated with 5-aza-dC sensitizer; scaled so ellipticine positive control = 100%. hit rate 0.055% among 360,000;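 active means mean normalized replicate activation at least 10% and every replicate at or above 10%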;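 further: 0% = median of on-plate neutral control wells and 100% = ellipticine 6 µM median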
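Material: XiGFP fibroblasts, SV40-immortalized; Buffer or medium: DMEM containing 5-aza-dC; Compound dosing: single point; Times: 3 days compound exposure.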
esBAF inh = blocks esBAF chromatin remodeling in mouse ES cells | Bmi1-luciferase knock-in reporter, 24 h; 100% = twice the neutral-well signal | reporter increase, % at 12.5 µM | hit rate 2% among 350,000 | AID 602393; in the data active means activation above about 40%;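 further: 0% = median of the plate's neutral control wells and 100% = double that signal; a rise in the Bmi1 reporter signal indicates esBAF inhibition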
INS-1E GSIS act = primary screen for activators of insulin secretion dependent on glucose, INS-1E cells, GLuc reporter luminescence. INS-1E GLuc reporter insulin secretion, 2-3 h. activation, % at 16.6 µM. hit rate 0.61% among 370,000;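 active means lowest replicate activation of at least 40%, so every replicate reaches that level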;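 further: 0% = median of neutral control wells and 100% = median of IBMX positive control wells; some compounds called inactive have numbers as strong as hits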
F508del corr = CFTR F508del correction in bronchial cells; CFBE cells, YFP halide quenching; stimulated with forskolin plus potentiator P3; % fluorescence drop versus neutral controls; activity (quench increase), % at 7.58 µM; hit rate 0.36% among 350,000;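 active means mean added fluorescence quench of at least 8% versus neutral control, with both replicates also reaching 8%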;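 further: cells transiently co-express mutant CFTR-F508del with the halide-sensitive YFP; corrector assay measuring rescue of mutant channel to the surface after 24 h compound exposure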
RAD54 inh = inhibitors of human RAD54 branch migration; Q92698; RAD54 Holliday junction branch migration, FAM/BHQ fluorescence; inhibition, % at 10.4 µM; hit rate 0.14% among 360,000;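 active means mean normalized replicate activity at least 40 and at least half of replicates scoring 40 or more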;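 further: 0% = median of neutral control wells and 100% = median of positive control wells; inhibitors cause a drop in the FAM fluorescence signal; in these data hits start at about 50%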
ARNT-TACC3 inh = disruptors of human ARNT/TACC3 interaction | AID 623870 | inhibition, % at 9.99 µM | AlphaScreen His-ARNT PAS-B/GST-TACC3 binding, luminescence; TACC3 fragment carries E629A point mutation | hit rate 0.66% among 390,000;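 active means mean inhibition of replicates at least 50% and at least half of replicates each reaching 50%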;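 further: 0% = complete ARNT plus TACC3 wells and 100% = ARNT alone without TACC3; many hits fall short of the cut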
The depositor's hits bear a star; x = no result given; & = joins results of further samples. Random draw from the library; overall some 3.3% were active at least once.

SMILES	RAD52 anneal inh	ERAP1 inh	Xi reactivation	esBAF inh	INS-1E GSIS act	F508del corr	RAD54 inh	ARNT-TACC3 inh
O=C(Cn1nc(-c2ccccc2)ccc1=O)Nc1ccc(NC(=O)c2ccccn2)cc1	-9.4	0.1	1.1	x	12.4	-3.0	-12.3	0.4
COc1ccc(C(=O)n2c(C)c(CCO)c(=O)n2C)cc1	-1.7	-0.7	0.0	x	-1.9	-0.8	x	0.4
CCN(CC(=O)Nc1ccccc1C(F)(F)F)C(=O)CN1C(=O)NC(C)(c2ccccc2)C1=O (stereo not given)	-8.0	3.0	0.0	x	-8.6	-1.3	3.7	-4.9
CCOC(=O)N1CCN(C2CC(=O)N(c3ccc(C)cc3)C2=O)CC1 (stereo not given)	x	x	x	7.5	2.8	x	4.5	-6.4
CCCCCCn1c(=O)c(Cc2ccccc2)c(O)c2ccccc21	-13.8	0.6	-0.1	x	17.8	-2.5	x	x
Nc1nc(SCC(=O)NCc2ccccc2)n[nH]1	-12.7	2.5	x	-2.2	-4.9	x	-2.6	0.7
COc1ccc(C(=O)Nc2ccc(C)c(S(=O)(=O)N3CCCCCC3)c2)cc1	-16.3	2.4	0.0	x	x	0.6	x	1.9
O=C(Cc1ccncc1)NCC[C@@H]1CC[C@@H](NC(=O)C2CC2)[C@H](CO)O1	-40.8	-0.1	0.0	0.0	19.9	2.6	-11.6	-5.1
CNS(=O)(=O)c1cccc(C(=O)NCC(c2cccs2)N2CCOCC2)c1 (stereo not given)	-12.5	0.2	0.2	-1.5	10.9	4.0	x	-0.6
C=CCN1c2ccccc2[C@]23C[C@@H](C(=O)OC)N(C(=O)C4CCC4)C2=NC(C(=O)OC)=C(C(=O)OC)[C@H]13	-1.7	0.6	0.0	-1.1	-4.3	0.9	-3.2	3.4
CN(C)CC(=O)N[C@H]1C=C[C@@H](CC(=O)NCCN2CCCCC2)O[C@H]1CO	0.6	0.1	0.7	1.1	4.5	1.2	-2.0	-8.0
COc1cccc(NC(=O)CN2CCc3ccccc3C2)c1	-3.1	0.2	0.0	13.5	0.4	1.0	-0.2	2.9
CC1CCN(C(=O)CSc2nnc(-c3ccccc3F)o2)CC1	-7.5	0.9	0.0	8.7	63.1*	0.6	-5.6	-11.5
NC(=O)[C@@H]1CC2(CC(c3cccc(NC(=O)[C@H]4CCC(=O)N4)c3)=NO2)CN1C(=O)c1ccc(Cl)cc1 (stereo not given in full)	0.6	1.3	0.1	4.4	x	0.0	-10.3	6.1
COc1ccc(OC)c(N=C(N)N=C(N)N)c1	-1.9	4.7	0.4	-8.4	x	-3.3	6.9	4.6
CC(C)Cc1ccc(CN2CCCC(NC(=O)CCn3cnnn3)C2)cc1 (stereo not given)	-9.9	-2.2	0.1	-1.1	-4.6	2.1	-13.0	-0.8
O=C(CC1CC1)Nc1ccc2c(c1)[C@@H]1C[C@@H](CC(=O)N3CCOCC3)O[C@@H](CO)[C@@H]1O2	x	x	-0.1	-1.5	-1.3	-1.6	-5.3	-8.4
COc1ccc(/C=N/Nc2nc3ccccc3o2)cc1OC	-0.4	-1.1	x	45.9*	-0.3	4.9	-3.1	0.5
CC1CC(C)CN(C(=O)c2cccc(NC(=O)CC3SC(N4CCCCC4)=NC3=O)c2)C1 (stereo not given)	-27.2	-0.8	0.0	-1.9	-13.1	-1.3	-2.4	-2.5
CC(NCC(=O)NCCc1ccc(S(N)(=O)=O)cc1)c1ccc(F)cc1 (stereo not given)	-18.3	-3.9	-0.1	1.2	-3.2	1.7	-4.2	2.3
COc1ccc(C(=O)N2N=C3CC(C)(C)OCC3C2c2ccccc2)cc1 (stereo not given)	-7.2	-5.4	0.1	x	16.5	-0.6	-1.6	-2.8
Cc1cc(=O)[nH]c(SC(C)C(=O)Nc2cccc3ccccc23)n1 (stereo not given)	-5.5	-1.7	0.2	-0.8	-6.0	2.3	-5.6	-1.3
COc1ccc(-c2ccc3c(c2)[C@H]2[C@H](CCN2C(=O)C2CCOCC2)[C@@H](CO)N3C)cc1	x	x	0.4	0.3	1.1	0.8	3.8	-9.4
COc1cccc(CN(C)CC(=O)Nc2ccccc2N2CCOCC2)c1OC	-19.2	-1.0	0.0	10.5	x	-2.2	-0.7	-4.6
C=CCc1cc(C)ccc1OCCOCCn1ccnc1	4.7	5.1	0.0	x	7.3	-0.2	x	-1.9
Cc1ccc(S(=O)(=O)N2CCN(C(=O)C3CSC4(C)CCC(=O)N34)CC2)cc1C (stereo not given)	-7.7	0.3	0.1	0.2	-9.6	1.7	2.6	-1.8
O=C(CCCc1nc2ccccc2s1)NCc1ccccc1	-20.7	-1.7	0.2	x	-7.1	1.2	-1.1	-1.4
O=c1nc(Nc2ccc(Br)cc2)sc2ccc([N+](=O)[O-])cc12	14.2	-2.2	0.3	x	0.0	0.5	x	-5.0
Cc1ccc(C)c2[nH]c(=O)c(CN(Cc3cccnc3)C(=S)NCc3ccco3)cc12	-80.9	x	0.1	x	-47.1	-1.0	x	21.7
CC(C)C#Cc1ccc2c(c1)O[C@@H](CN(C)C(=O)CC1CC1)[C@H](C)CN([C@@H](C)CO)S2(=O)=O	8.1	-1.4	0.2	7.1	-4.2	1.9	-9.0	18.4
COc1cc(SC)ccc1C(=O)NCCN1CCOCC1	-5.4	-3.9	-0.1	x	8.6	-1.7	x	-0.5
Cc1ccc(S(=O)(=O)NC2CCCCCC2)cc1C(N)=O	-7.6	0.1	0.0	1.0	20.9	0.9	-5.0	-1.4
CCCC(=O)Nc1ccc2c(c1)C(=O)N(C)[C@@H]1CC[C@H](CC(=O)NCCOC)O[C@@H]1CO2	x	x	0.4	0.5	10.4	-5.5	2.8	-7.3
C[C@@H]1CN([C@@H](C)CO)C(=O)c2cc(NS(=O)(=O)c3ccc(F)cc3)ccc2O[C@H]1CN(C)S(=O)(=O)c1ccc(Cl)cc1	5.3	-1.0	-1.2	-5.3	-10.0	0.9	-4.8	-3.1
O=C(CC1CCCC1)N1CCN(S(=O)(=O)c2c(F)cccc2F)CC1	4.1	-5.2	0.0	-3.3	-9.6	1.1	-1.8	x
Cc1cn([C@H]2C[C@H](O)[C@@H](CCC(=O)NCc3ccc4c(c3)OCO4)O2)c(=O)[nH]c1=O	5.5	1.4	-0.1	-2.4	x	1.7	-1.4	x
C[C@@H]1CN([C@@H](C)CO)C(=O)CCCn2nncc2CO[C@@H]1CN(C)C(=O)Nc1ccc(C(C)(C)C)cc1	0.6&-3.3	1.3&1.9	0.1&0.1	3.3&8.9	5.2&-2.6	-3.4&3.2	1.3&1.1	-1.5
CCN(CC)C(=O)c1cc2c(=O)n3ccccc3nc2s1	-0.7	-5.0	0.8	42.1*	x	-2.9	4.7	-3.1
CC(C)c1cccc(C(C)C)c1NC(=O)CNCc1ccccc1F	-12.0	-0.5	0.3	x	-8.3	0.6	x	x
CC1(C(=O)NC2CCCCCCC2)CC1(Cl)Cl (stereo not given)	x	x	x	-2.9	20.7	x	2.4	2.2

Ordered by number of heavy atoms (lowest first): five of the compounds above.
SMILES	RAD52 anneal inh	ERAP1 inh	Xi reactivation	esBAF inh	INS-1E GSIS act	F508del corr	RAD54 inh	ARNT-TACC3 inh
Cc1ccc(S(=O)(=O)NC2CCCCCC2)cc1C(N)=O	-7.6	0.1	0.0	1.0	20.9	0.9	-5.0	-1.4
Cc1cc(=O)[nH]c(SC(C)C(=O)Nc2cccc3ccccc23)n1 (stereo not given)	-5.5	-1.7	0.2	-0.8	-6.0	2.3	-5.6	-1.3
Cc1ccc(S(=O)(=O)N2CCN(C(=O)C3CSC4(C)CCC(=O)N34)CC2)cc1C (stereo not given)	-7.7	0.3	0.1	0.2	-9.6	1.7	2.6	-1.8
Cc1cn([C@H]2C[C@H](O)[C@@H](CCC(=O)NCc3ccc4c(c3)OCO4)O2)c(=O)[nH]c1=O	5.5	1.4	-0.1	-2.4	x	1.7	-1.4	x
CC(C)C#Cc1ccc2c(c1)O[C@@H](CN(C)C(=O)CC1CC1)[C@H](C)CN([C@@H](C)CO)S2(=O)=O	8.1	-1.4	0.2	7.1	-4.2	1.9	-9.0	18.4

(list continues)
SMILES	RAD52 anneal inh	ERAP1 inh	Xi reactivation	esBAF inh	INS-1E GSIS act	F508del corr	RAD54 inh	ARNT-TACC3 inh
CCN=C1SC(C(=O)Nc2ccc(OCC)cc2)CC(=O)N1CC (stereo not given)	-5.9	0.7	0.0	x	-12.1	3.2	x	x
CCCNC(=O)N(C)C[C@H]1Oc2ncc(C#Cc3ccccc3F)cc2C(=O)N([C@H](C)CO)C[C@@H]1C	0.8	4.0	0.7	-5.1	-10.1	0.3	-1.5	-8.6
Cc1cc2nc(SCCOC(=O)Nc3ccccc3)nc(C)c2cc1C	x	x	-0.3	x	-30.9	x	-17.4	-4.5
Cc1c(C(=O)NC2CCCCC2C)oc2ccccc12 (stereo not given)	-9.8	-0.1	0.2	10.3	43.7	5.3	-21.5	-6.1
CC(=O)c1ccc(S(=O)(=O)NCCC(=O)NC(C)c2ccncc2)cc1 (stereo not given)	-5.8	1.5	0.0	0.5	7.6	2.6	-4.7	4.5
CCn1c(SCC(=O)Nc2ccc(N(C)C)cc2)nnc1C1CC1	-4.9	3.5	0.1	-3.0	6.5	0.5	-12.8	0.4
CN(C)/C=N/c1nc2nccc(-c3cccs3)n2n1	-1.4	-28.0	0.1	-4.9	12.0	-0.1	x	10.5
COc1ccc(C(C)(C)C)cc1NC(=O)COC(=O)c1ccc([N+](=O)[O-])o1	-3.1	-3.7	0.1	-4.5	-8.5	-2.5	0.0	-7.9
Cc1cccc(N2CCN(C(=O)C(Cc3ccccc3)NC(N)=O)CC2)c1C (stereo not given)	-2.5	-2.3	0.0	1.7	-5.9	2.0	-2.4	-6.2
CCN(CC)CCCNC(=O)c1cc(Nc2ccc(OC)cc2OC)nc2ccccc12	8.0	-6.7	0.3	-1.0	-15.8	4.1	-1.3	9.4
O=C(OCC#CCSc1nnc(-c2cccc3ccccc23)o1)c1cnc[nH]1	-17.6	2.8	0.0	-3.2	-11.6	-2.4	1.8	16.1
O=C(O)c1cc(NN=C2c3ccccc3-c3ccccc32)ccc1Cl	-24.8	30.7*	x	-5.3	-9.7	1.3	-7.8	x
CC(C)[C@H](NC(=O)N1CCn2c1nc1ccccc12)C(=O)NC1CC1	-6.1	2.5	0.0	6.1	-14.9	-1.1	0.1	-6.9
Cc1cc(C)cc(NC(=O)c2cccc(NC(=O)c3ccco3)c2)c1	2.1	-3.3	-0.1	x	-14.5	2.5	-10.5	0.7
O=C1CC(NS(=O)(=O)c2ccc3ccccc3c2)CN1c1ccccc1 (stereo not given)	-1.1	-1.0	0.0	-5.2	6.1	-1.7	x	-3.1
Cc1cccc(-c2nc3c(c(SCC(=O)N4CCCC4)n2)COC(C)(C)C3)c1	-9.0	1.3	0.2	1.1	9.3	-0.8	5.3	-0.2
CCOC(=O)C1(C)CCCCCN1C(=O)c1snnc1C (stereo not given)	-2.4	5.2	0.0	-5.7	-1.7	-2.4	-1.3	x
Cc1ccc(NC(=O)Cn2c(=O)ccn(Cc3ccccc3)c2=O)cc1S(=O)(=O)N1CCOCC1	-30.4	-0.8	0.6	0.8	-31.2	1.7	-12.7	9.7
Cc1ccc(CSc2nc3ccncc3n2CC(=O)Nc2cc(C)cc(C)c2)cc1	-8.7	5.5	0.3	48.4*	63.9	-3.4	2.2	19.2
Cn1c(=O)cc(N2CCc3ccccc32)[nH]c1=O	-15.8	6.8	0.0	-9.2	6.2	-0.4	8.1	-2.6
Cc1cccc(OCC(=O)Nc2ccc3oc(=O)ccc3c2)c1C	-7.5	-0.1	0.3	-3.2	22.4	1.8	-7.9	-3.9
COc1ccccc1/C=C(\NC(=O)c1ccc(OC)c(OC)c1)C(=O)Nc1cccc([N+](=O)[O-])c1	-25.4	-1.8	0.1	x	8.9	-1.5	x	-0.8
Cc1ccnc(N2C(=O)c3ccccc3C2Nc2cccc(C)c2C)c1 (stereo not given)	-7.5	-2.0	-0.2	2.8	x	-2.4	-5.3	-6.3
